Assay outcomes as filed in PubChem.
TSHR antag – human thyrotropin receptor antagonism; activity change, negative = inhibition, % at 11.5 µM; P16473; TSHR-expressing cells, TSH-stimulated cAMP HTRF, 2 h; hits give low values; hit rate 0.2% among 330,000;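 active = activity change below a set negative limit, meaning inhibition stronger than a set level, cut at about -70% in these data; inconclusive = activity change between two set negative limits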; note: % is set by controls: 0 for no effect and ±100 for the full control effect
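Competitive HTRF cAMP read-out (cryptate anti-cAMP antibody, cAMP-d2; 30 min, room temperature) in freshly harvested TSHR cells. Compounds added before TSH at EC80 (4nM final), followed by 2 hours' incubation at 37 deg C.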
Chronic BCR inh – blocks chronic active B-cell receptor signaling; ABC-DLBCL IkBa-CBG/CBR reporter, luminescence ratio, 4 h; AID 493014; hit rate 0.05% among 340,000; Potency, µM (highest dose often 46.1 µM), without a hit: at the top dose ratio change, negative = lower green/red ratio, most hits filed as inhibitors; active = well fitted inhibition curve with a large enough effect in the signal ratio, with a control signal flat, not every such curve was filed as active; inconclusive = small, poorly fitted or top-dose-only effect, or effect the other way, or a change in a side signal; the % refers to the signal ratio;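 note: potency is the fitted concentration of half-maximal effect; plate controls were basal doxycycline-induced cells for no effect and cells given 10 µM MG132 for full effect; MG132 reads +100%, hits lower the ratio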
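TMD8 ABC-DLBCL cells carrying doxycycline-inducible green luciferase fused to IkappaBalpha plus unfused red luciferase were exposed to compounds (up to 46 uM) for 4 hrs at 37C. Activity came from the overlap-corrected green/red luminescence ratio.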
MBNL1-CUG inh – inhibitors of human MBNL1 binding to CUG repeat RNA; TR-FRET MBNL1-His/biotin-(CUG)12 binding, 665/545 ratio; Potency, µM (highest dose often 57.5 µM), without a hit: at the highest dose activity change, negative = inhibition, most hits filed as inhibitors; hit rate 0.036% among 280,000; active = well fitted inhibition curve with a large enough effect in the signal ratio, with a control signal flat, not every such curve was filed as active; inconclusive = small, poorly fitted or top-dose-only effect, or effect the other way, or a change in a side signal; inactive = no such curve, though single readings can be large or run the other way; the % refers to the signal ratio; note: potency is the fitted concentration of half-maximal effect; % is set by controls: 0 for no effect and ±100 for the full control effect
Target sequence (Q9NR56 whole entry, looked up): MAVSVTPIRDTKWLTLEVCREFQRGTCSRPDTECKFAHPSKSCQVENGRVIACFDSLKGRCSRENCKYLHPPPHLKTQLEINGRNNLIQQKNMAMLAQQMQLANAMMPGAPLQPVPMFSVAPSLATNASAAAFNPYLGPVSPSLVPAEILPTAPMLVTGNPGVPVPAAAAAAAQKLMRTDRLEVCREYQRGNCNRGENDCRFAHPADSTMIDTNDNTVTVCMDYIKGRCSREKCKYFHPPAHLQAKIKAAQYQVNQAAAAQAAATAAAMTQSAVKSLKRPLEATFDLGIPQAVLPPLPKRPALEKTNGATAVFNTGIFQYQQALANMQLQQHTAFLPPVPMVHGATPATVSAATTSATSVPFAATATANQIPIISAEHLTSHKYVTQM
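Compound titration spanned 92 nM–58 uM against the MBNL1-His/biotin-(CUG)12 complex. After 60 min at room temperature with 5 nM streptavidin-XL665 and 0.055 ng/ul terbium anti-His, ratiometric 665/545 nm emission (Ex 340 nm) normalized to controls.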
Mito fusion act – blocks mitochondrial division or promotes mitochondrial fusion | hit rate 0.23% among 320,000 | S. cerevisiae fusion-defective mutant growth rescue, CellTiterGlo 48 h | AID 485298 | Potency, µM (highest dose often 46.1 µM), inactives show top-dose growth rescue (activation), hits mostly activators;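 note: potency is the fitted concentration of half-maximal effect; % of control where 0% means no effect; nearly all actives have a fitted effect of over 45% in size; temperature-sensitive fusion mutants such as fzo1-1 at 37 °C on non-fermentable ethanol glycerol medium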
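Temperature-sensitive fusion-defective S. cerevisiae (e.g. fzo1-1, mgm1-5) were grown with compound in YPEG medium (3% ethanol, 3% glycerol) for 48 hours at 37C. Growth rescue was measured as viability by CellTiterGlo luminescence after 10 minutes at ambient.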
Menin-MLL TR inh – displaces Texas Red mutant MLL peptide from human menin; O00255; Menin + Texas Red MLL mutant peptide, fluorescence polarization; Potency, µM (top dose mostly 61.6 µM), inactives show top-dose FP activity change, negative = inhibition, hits mostly inhibitors; hit rate 0.23% among 270,000; AID 1768; active = well fitted inhibition curve with a large enough effect in the polarisation, with a control signal flat, not every such curve was filed as active; inconclusive = small, poorly fitted or top-dose-only effect, or effect the other way, or a change in a side signal; inactive = no such curve, though single readings can be large or run the other way; the % refers to the polarisation; note: potency is the fitted concentration of half-maximal effect; % of control where 0% means no effect; many of its hits are not listed in these tables
hERG WT inh – inhibitors of human wildtype KCNH2 potassium channel. Q12809. U2OS, BacMam KCNH2, thallium flux FluxOr; hits give low values. activity change, % at 1.84 µM. hit rate 0.37% among 340,000;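 active = maximum activity change below -70%; inconclusive = maximum activity change between -70% and -50%; inactive = maximum activity change above -50%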; note: % is set by controls: 0 for no effect and ±100 for the full control effect
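U2OS cells were transduced with wild-type KCNH2 virus (2.03 x 10^8 / mL) for 4 h at room temperature, then cultured overnight at 37 C. Thallium flux was read with FluxOr dye. Rate constants were normalized to DMSO controls.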
Eya2 inh – blocks the phosphatase activity of human Eya2. O00167. recombinant Eya2, OMFP fluorescence dephosphorylation (OMFP is methylfluorescein phosphate). Potency, µM (top dose mostly 76.9 µM), for inactives: top-dose activity, negative = inhibition, most hits filed as inhibitors. hit rate 0.006% among 330,000. AID 488837; note: potency is the fitted concentration of half-maximal effect; % is set by controls: 0 for no effect and ±100 for the full control effect
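Eya2 (0.2 uM) preincubated 10 min at ambient with compound, then OMFP substrate added at 50 uM; 10 min reaction in 50 mM HEPES pH 7.5, 50 mM NaCl, 5 uM MgCl2, 0.05% BSA, 1 mM DTT. Fluorescence read at Ex 485/Em 525 nm.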
GALK inhibitor – inhibitors of human galactokinase; Purified GALK, Kinase-Glo residual ATP luminescence; Potency, µM (series often up to 57.5 µM), without a hit: at the top dose activity change, negative = inhibition, usual class: inhibitors; P51570; hit rate 0.007% among 270,000; note: potency is the fitted concentration of half-maximal effect; % is set by controls: 0 for no effect and ±100 for the full control effect
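ATP-depletion format; final 35 uM ATP, 100 uM D-galactose, 5 nM enzyme; pH 8.0 HEPES/Mg2+ buffer; 60 min RT; luminescence read 10 min after detection reagent.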
ASM inhibitor – inhibitors of human secretory acid sphingomyelinase. P17405. AID 504937. placental ASM, HMU-PC fluorogenic substrate, 60 min. hit rate 0.006% among 340,000. Potency, µM (doses to about 57.5 µM), without a hit: at the top dose activity change, negative = inhibition, actives largely listed as inhibitors; note: potency is the fitted concentration of half-maximal effect
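HMU-PC0 cleavage (9 uM final) by human placental ASM, 60 min at 37 °C following 10 min compound exposure at RT; stopped at pH 10, fluorescence Ex 386/Em 447 nm.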
PKM2 act – increases activity of human pyruvate kinase M2; purified PKM2, Kinase-Glo ATP luminescence, activation; response scale: 0% is enzyme alone, no compound; Potency, µM (highest dose often 57.5 µM), for the others: at the highest dose activation, most hits filed as activators; hit rate 0.34% among 260,000; AID 1631; note: potency is the fitted concentration of half-maximal effect; % is set by controls: 0 for no effect and ±100 for the full control effect; nearly all actives have a fitted effect of over 55% in size
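Kinase-Glo luminescence reports ATP generated from ADP (0.1 mM) and PEP (0.5 mM) by purified hPK-M2 after 1 h at room temperature, pH 7.2 imidazole buffer; intermediate enzyme activity allows detecting inhibitors and activators.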
USP2a block – USP2a (human) protease inhibition; Potency, µM (titrated, usually from 38.3 µM), without a hit: top-dose activity change, negative = inhibition, usual class: inhibitors; AID 463254; USP2 core, Ub-CHOP2 coupled fluorogenic reporter, 485/531; hit rate 0.01% among 330,000; O75604;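 note: potency is the fitted concentration of half-maximal effect; plate controls were DMSO wells for no effect and full inhibition by NEM control for full effect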
Target sequence (O75604 whole entry, looked up): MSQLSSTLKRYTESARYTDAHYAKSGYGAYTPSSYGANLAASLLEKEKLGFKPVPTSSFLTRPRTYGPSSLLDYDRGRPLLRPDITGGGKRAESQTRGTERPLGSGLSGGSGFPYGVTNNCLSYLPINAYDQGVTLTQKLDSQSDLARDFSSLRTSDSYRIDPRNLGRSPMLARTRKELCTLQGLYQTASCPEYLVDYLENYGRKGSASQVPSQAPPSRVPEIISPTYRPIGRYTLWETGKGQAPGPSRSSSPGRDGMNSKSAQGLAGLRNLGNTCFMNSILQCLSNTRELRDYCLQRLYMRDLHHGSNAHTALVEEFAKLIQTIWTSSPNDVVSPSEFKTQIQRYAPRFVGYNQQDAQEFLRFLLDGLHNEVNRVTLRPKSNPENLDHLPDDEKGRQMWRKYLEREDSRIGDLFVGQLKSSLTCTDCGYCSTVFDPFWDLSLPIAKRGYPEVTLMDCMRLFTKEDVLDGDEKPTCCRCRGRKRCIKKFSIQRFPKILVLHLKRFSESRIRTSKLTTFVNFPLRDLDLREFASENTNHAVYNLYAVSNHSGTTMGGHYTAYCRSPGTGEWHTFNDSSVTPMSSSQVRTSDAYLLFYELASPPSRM
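USP2 core (10nM final) preincubated 30min RT with compound in 20mM Tris-HCl pH 8.0, 2mM CaCl2, 2mM beta-mercaptoethanol, 0.05% CHAPS; 25nM Ub-CHOP2 plus 25nM reporter substrate added, fluorescence (Ex485/Em531) read after 60min.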
An asterisk follows results filed as active; ? = inconclusive; / = not tested or not shown; [ ] = remark or other dose. Unless noted, calls come from the whole dose curve; as a rule, active = well fitted curve in the direction sought with a large enough effect; inconclusive = small, poorly fitted or top-dose-only effect, or another doubt; inactive = no such curve, though single readings can be large; an effect the other way counts as inactive or inconclusive. The list is partial (hit frequency here may not be typical).

SMILES	TSHR antag	Chronic BCR inh	MBNL1-CUG inh	Mito fusion act	Menin-MLL TR inh	hERG WT inh	Eya2 inh	GALK inhibitor	ASM inhibitor	PKM2 act	USP2a block
Cc1ccc(NC(=O)CCc2c[nH]c3ccccc23)nc1	0	4%	-6%	-2%	/	11	0%	4%	-2%	-1%	1%
Clc1cc(Br)ccc1OCCn1ccnc1	0	8%	?	2%	10%	8	-17%	0%	-2%	?	1%
CCN1C(=O)c2ccccc2Sc2ccc(C(=O)NCCC(C)C)cc21	-16	?	-5%	13%	-18%	0	2%	0%	-3%	/	1%
COc1ccc(Cl)c2sc(N3CCN(C(C)=O)CC3)nc12	-23	0%	7%	-10%	-6%	-8	1%	-1%	4%	/	-5%
Oc1[nH]c2ccccc2c1/C=N/c1nccs1	-6	-9%	?	0%	15%	0	9%	2%	-8%	-12%	2%
N#Cc1ccccc1	10	-5%	/	-15%	/	7	16%	/	4%	/	0%
CC(=O)Nc1ccc(CN2CCN(C3CCCC3)C(CCO)C2)cc1 (stereo not drawn)	-9	-16%	-3%	0%	-18%	2	-5%	3%	8%	-7%	1%
O=C(CCS(=O)(=O)c1ccccc1)N1CCCc2ccccc21	-3	0%	-3%	0%	-3%	-17	11%	-2%	1%	3%	1%
Cc1ccnc(NS(=O)(=O)c2ccc(NC(=O)C(C)(C)C)cc2)n1	3	6%	-1%	-2%	/	-15	8%	-1%	0%	-6%	6%
COc1ccccc1COC(=O)CN1C(=O)NC2(CCCCC2C)C1=O (stereo not drawn)	22	-1%	/	0%	/	-4	0%	/	-1%	/	-4%
CSc1cccc(NC(=O)CN(C)S(=O)(=O)c2ccc(C)cc2)c1	2	-5%	-1%	-1%	2%	-8	17%	3%	-6%	-1%	1%
CCCCOc1ccc(-c2c(C(=O)Nc3ccccc3)c(C)[nH]c(=S)c2C#N)cc1	-8	2%	?	9%	?	-7	-2%	-2%	-7%	12%	-1%
CCOc1ccc(NC(=O)CSc2ccc(-c3ccccn3)nn2)cc1	3	9%	9%	-3%	10%	18	3%	0%	0%	-24%	2%
CC1SCC(NC(=O)c2ccccc2Cl)CS1 (stereo not drawn)	-7	5%	1%	1%	/	3	-23%	0%	-2%	-1%	-2%
COc1ccc(C(=O)N/C(=C\c2ccc(OC)c(OC)c2)C(=O)N2CCCCC2)cc1	-4	4%	-7%	-4%	-22%	0	-2%	0%	2%	3%	-2%
Cn1c(SCc2ccccn2)nnc1-c1ccncc1	25	2%	-14%	5%	1%	1	1%	1%	2%	7%	3%
CC(C)C(=O)Nc1nnc(SCC(=O)Nc2ccc3c(c2)OCCO3)s1	0	?	-5%	2%	-1%	-13	6%	1%	-3%	2%	3%
Cc1c(NC(=O)C2CCCNC2=O)c(=O)n(-c2ccccc2)n1C (stereo not drawn)	/	4%	-6%	-4%	-1%	4	-6%	0%	2%	-2%	1%
COc1ccc(NC(=O)c2n[nH]c(=O)c3ccccc23)cc1S(=O)(=O)N1CCCCC1	-4	-28%	-2%	-4%	0%	5	3%	0%	-8%	-12%	3%
S=C(NCc1ccccc1)N1CCn2cccc2C1c1cccnc1 (stereo not drawn)	-10	?	/	-5%	?	-7	12%	0%	-2%	-1%	4%
O=c1[nH]cccc1-c1nc2ccccc2n1Cc1ccc(Cl)cc1	4	-5%	7%	-4%	-21%	5	-8%	-2%	32%[activator]	/	2%
Cc1cc(C)n(CCc2nc3c4ccccc4n(CC#N)c(=O)n3n2)n1	11	3%	-4%	-3%	-7%	2	-6%	-1%	0%	-6%	1%
CC(C)c1cc(C(F)(F)F)n2nc(C(=O)Nc3ccc(-n4cnnn4)cc3)cc2n1	-5	-5%	-11%	-7%	/	4	11%	-4%	2%	3%	10%
Cc1cccc(C2C3=C(CCCC3=O)N=C3c4ccccc4C(=O)C32)c1 (stereo not drawn)	-2	5%	?	3%	/	1	-16%	-1%	-4%	28%	3%
CC1=CN2C(=N)/C(=C/c3cn(CCCOc4ccccc4C)c4ccccc34)C(=O)N=C2S1	1	0%	/	0%	-24%	10	-1%	0%	5%	-5%	0%

A draw from above in order of formula weight, lowest first.
SMILES	TSHR antag	Chronic BCR inh	MBNL1-CUG inh	Mito fusion act	Menin-MLL TR inh	hERG WT inh	Eya2 inh	GALK inhibitor	ASM inhibitor	PKM2 act	USP2a block
Cc1ccc(NC(=O)CCc2c[nH]c3ccccc23)nc1	0	4%	-6%	-2%	/	11	0%	4%	-2%	-1%	1%
Clc1cc(Br)ccc1OCCn1ccnc1	0	8%	?	2%	10%	8	-17%	0%	-2%	?	1%
CC(C)C(=O)Nc1nnc(SCC(=O)Nc2ccc3c(c2)OCCO3)s1	0	?	-5%	2%	-1%	-13	6%	1%	-3%	2%	3%

(cont.)
SMILES	TSHR antag	Chronic BCR inh	MBNL1-CUG inh	Mito fusion act	Menin-MLL TR inh	hERG WT inh	Eya2 inh	GALK inhibitor	ASM inhibitor	PKM2 act	USP2a block
Cc1ccc(C(=O)O)cc1NC(=S)NC(=O)c1ccc(-c2ccc(Cl)cc2)o1	-12	1%	3%	9%	/	-4	6%	/	0%	2%	3%
CC(C)c1ccc(NC2CCCN(C(=O)CCN3CCCC3=O)C2)cc1 (stereo not drawn)	0	3%	-3%	-1%	1%	3	-2%	3%	-1%	-1%	2%
CC1CCc2sc(C(=O)N/N=C/c3ccc([N+](=O)[O-])cc3)cc2C1 (stereo not drawn)	0	0%	-5%	0%	30%	-1	-16%	0%	2%	5%	3%
CCOC(=O)C1=C(Cn2cnc3ccccc32)NC(=O)NC1c1ccc(Cl)cc1 (stereo not drawn)	-11	-15%	-1%	-3%	2%	-8	7%	0%	-1%	12%	3%
CSc1sc(-c2ccnc(SCC(=O)C(C)(C)C)n2)c2c1C(=O)CC(C)(C)C2	-1	4%	55%[activator]	2%	/	-8	-1%	/	33%	-12%	-2%
CCOC(=O)C1=C(O)/C(=C\c2ccc(CNS(=O)(=O)c3ccc(Br)cc3)o2)N=C1C	-2	-6%	15%	-6%	-7%	-4	-19%	0%	0%	16%	2%
COc1ccc(CNC(=S)NCc2ccc(OC)cc2)cc1	1	5%	-6%	-1%	7%	5	-5%	-1%	0%	?	1%
NC(=O)c1cc(N2C(=O)C=CC2=O)ccc1Cl	1	?	14%	-4%	20%	-11	-22%	2%	4%	17%	1%
C=CCNC(=S)NNC(=O)c1cc(-c2cccnc2)nc2ccccc12	10	?	27%	-2%	16%	-7	-3%	-2%	8%	-13%	1%
O=C(CN1CCC(O)(c2ccc(F)cc2)CC1)NCc1ccc(F)cc1	7	0%	-4%	-3%	-17%	44	2%	-1%	7%	-13%	0%
Cc1cc2c(cc1C)N(CC(=O)N1CCCC1)C(=O)CC(c1ccccc1)=N2	19	?	-8%	0%	-12%	9	19%	2%	0%	-9%	2%

3 of the compounds above, with two lines to a compound:
Order of results: TSHR antag	Chronic BCR inh	MBNL1-CUG inh	Mito fusion act	Menin-MLL TR inh	hERG WT inh	Eya2 inh	GALK inhibitor	ASM inhibitor	PKM2 act	USP2a block
CCOC(=O)C1=C(Cn2cnc3ccccc32)NC(=O)NC1c1ccc(Cl)cc1 (stereo not drawn)
  -11	-15%	-1%	-3%	2%	-8	7%	0%	-1%	12%	3%
CSc1sc(-c2ccnc(SCC(=O)C(C)(C)C)n2)c2c1C(=O)CC(C)(C)C2
  -1	4%	55%[activator]	2%	/	-8	-1%	/	33%	-12%	-2%
CCOC(=O)C1=C(O)/C(=C\c2ccc(CNS(=O)(=O)c3ccc(Br)cc3)o2)N=C1C
  -2	-6%	15%	-6%	-7%	-4	-19%	0%	0%	16%	2%
